Assay outcomes deposited in PubChem by several laboratories.
WT yeast gro inh: growth inhibition of WT yeast, mitochondrial fusion screen; inhibition, % at 10 µM; AID 1362; mitochondrial fusion phenotypic screen, WT strain; hit rate 2.1% among 190,000; in the data active = inhibition above about 58%; tested in S. cerevisiae
Hep lipid drop: modulators of hepatic lipid droplet formation | inhibition, % at 6.5 µM | AML12 mouse hepatocytes, oleate lipid droplets, BODIPY imaging | AID 1656 | hit rate 0.4% among 240,000;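 active = lipid droplet intensity inhibited by at least 50%, with more than 500 cells counted; inconclusive = wells with under 300 cells, treated as cytotoxic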
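Test system: AML12 hepatocytes (mouse); reagent: oleate loading, 100 µM; dosing: one dose, 6.5 µM compound; incubation: overnight exposure; signal: fluorescence imaging, 20x objective, two fields per well; read-out basis: % inhibition of corrected integrated BODIPY droplet signal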
Myeloid diff MLP: promotes myeloid progenitor differentiation | ER-HoxA9 myeloid progenitors, lysozyme-GFP differentiation, flow cytometry | calls only at 10 µM | hit rate 1% among 360,000;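 active = normalized GFP-positive differentiation at or above the plate's own cutoff, the solvent-only control mean plus 3 SD; inconclusive = no clear call, values can overlap the other calls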;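 also: cells exposed to compound for four days before flow analysis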
T cell modulator: modulates CD8 T cell binding to vesicles; 2C CD8+ T cell-vesicle binding, flow cytometry; stronger effect = lower value; calls only at 7 µM; hit rate 0.068% among 330,000; AID 2052;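 active = response, share of CD8 T cells binding vesicles, and their 90th percentile fluorescence all below set limits, cut at about 80% in these data, passing the limit was not always enough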
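Material: murine 2C transgenic CD8+ T lymphocytes / Also added: QL9-peptide-loaded Drosophila micro-vesicles bearing Ld, ICAM-1 and B7-1 / Schedule: binding step 1.5 h, 37 °C, antibody labelling 20 min, ice / Signal: flow cytometry, PE anti-B7-1 (FL2) versus Alexa647 anti-CD8 (FL8), PFA-fixed / Evaluation: percent CD8+ FL2 mean versus row control / Benchmarks: naked versus QL9-loaded vesicles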
West Nile antiviral: West Nile virus antiviral activity, cell-based, CPE readout (AID 1621). CPE inhibition, % at 10 µM; hits with a dose series show IC50 in µM. hit rate 0.02% among 290,000. West Nile virus-infected cells, CPE inhibition; higher % means a stronger effect; in the data active = a potency from the dose series; inconclusive = CPE inhibition mostly from about 3.7% at the one dose, without a potency; inactive = the rest, 99 in 100 with CPE inhibition below about 2.2%; also: strong numbers were not always called active
MT stabilizer: microtubule stabilizers in HeLa cells; HeLa tubulin immunostaining HCS, 24 h; share of cells brighter than vehicle mean+2SD; % tubulin-high responders, % at 10 µM; hit rate 0.83% among 200,000; AID 2205;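 active = plate Z-score above 3 for both tubulin-high and condensed-nucleus cell shares, with cell loss under 80%, at 10 µM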;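 also: anti alpha tubulin signal scored within the nucleus-defined area of each cell; some results filed as inactive read as strong as hits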
Ins promoter up: MIN6 insulin promoter up-regulation | MIN6 insulin promoter-GFP reporter, high-content imaging; stronger effect = higher value | z-score at 5 µM | hit rate 0.3% among 190,000 | AID 1625;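 active = z-score above 3 at 5 µM with at least 500 cells counted in the well; inconclusive = wells under 500 cells, flagged as cytotoxic or low count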
Autophagy mod: modulators of autophagy; MEF GFP-LC3 puncta imaging; test concentration mostly 10 µM; calls only at 10 µM (by protocol); hit rate 0.98% among 190,000; AID 463193;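 active = percentage of spot-positive cells more than 3 SD above its plate mean, without a fluorescence outlier flag or 80% toxicity; inconclusive = no clear call, values can overlap the other calls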;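 also: spot-positive cell cutoff set from DMSO-treated cells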
b-catenin transl: modulators of beta-catenin nuclear translocation; HeLa beta-catenin nuclear translocation, immunofluorescence imaging; nuclear translocation activity, % at 5 µM; hit rate 0.3% among 190,000; AID 1665;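 active = nuclear translocation activity above 50% at 5 µM, with a well cell count of 50 or more; inconclusive = wells under 50 cells across six images, flagged as toxic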;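 also: per-cell ratio of nuclear to cytoplasmic median beta-catenin stain intensity; plate controls were DMSO negative control for no effect and GSK-3 inhibitor IX positive control for full effect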
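assay system = human HeLa cells, endogenous beta-catenin | times = compound treatment 24 h, 37°C, 5% CO2 | detection = Anti-beta-catenin immunofluorescence on PFA-fixed, Triton-permeabilized cells, DAPI nuclei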
WT yeast gro inh mutant strain: second read-out of WT yeast gro inh, no call of its own (marks repeat the call); inhibition, %; mitochondrial fusion phenotypic screen, mutant strain inhibition
Ins promoter up cell count: further read-out of Ins promoter up, marked with its call; cell count; measured here: cytotoxicity, nuclei count;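 total cells summed across four imaged fields per well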
Hep lipid drop cells 6.5 µM: second read-out of Hep lipid drop, no call of its own (marks repeat the call); cell count; measured here: cell count, cytotoxicity flag;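 cells counted across two imaged fields per well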
b-catenin transl cell count 5 µM: recorded beside b-catenin transl, whose call it bears; cell count; measured here: cell count, cytotoxicity flag
T cell modulator vesicle-bound %: second read-out of T cell modulator, no call of its own (marks repeat the call); double positive events, %; measured here: CD8+ vesicle-bound cell fraction;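 binding gate set so that unloaded-vesicle control wells show 10% double positive cells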
MT stabilizer Hoechst-high %: recorded beside MT stabilizer, whose call it bears; % Hoechst-high responders; measured here: nuclear condensation Hoechst responders;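 share of cells brighter than vehicle mean plus two SD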
MT stabilizer cytotoxicity %: second read-out of MT stabilizer, no call of its own (marks repeat the call); toxicity, %; measured here: cytotoxicity by cell density;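 0% = mean cell density of plate MIN control wells and 100% = no cells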
Autophagy mod cell loss 18 h: recorded beside Autophagy mod, whose call it bears; toxicity, %; measured here: cell loss, nuclei count;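 cell loss after 18 h compound exposure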
Myeloid diff MLP GFP+ MAC1+ %: also measured in Myeloid diff MLP; calls as there; GFP+ MAC1+ double positive, %; measured here: differentiation confirmed by MAC1 staining
Starred values were filed as active, the others as inactive; i = inactive; ? = inconclusive; . = not tested or not shown.

SMILES	WT yeast gro inh	WT yeast gro inh mutant strain	Hep lipid drop	Hep lipid drop cells 6.5 µM	Myeloid diff MLP	Myeloid diff MLP GFP+ MAC1+ %	T cell modulator	T cell modulator vesicle-bound %	West Nile antiviral	MT stabilizer	MT stabilizer Hoechst-high %	MT stabilizer cytotoxicity %	Ins promoter up	Ins promoter up cell count	Autophagy mod	Autophagy mod cell loss 18 h	b-catenin transl	b-catenin transl cell count 5 µM
Cc1ccc2nc(-c3ccc(NC(=O)CCN4C(=O)c5ccccc5C4=O)cc3)sc2c1	8	3	-4	571	i	0.9	i	52	-0.3%	9.8	2.4	5.2	-0.22	1330	i	7	-0.8	976
COc1ccc(S(=O)(=O)NCC2CCC(C(=O)NCc3cccnc3)CC2)cc1 (stereo not drawn)	-5	-8	-22	688	i	1.0	i	28	0.6%	3.3	2.5	6.3	-0.08	1247	i	43	-1.7	1071
CC[n+]1c(/C=C(\C)SC)sc2ccccc21	2	2	.	.	i	2.7	i	39	0.1%	1.3	1.0	10	.	.	i	1	.	.
O=C(Nc1cccc(-n2cnnn2)c1)c1cc2ccccc2o1	.	.	1	885	i	4.4	i	24	-0.5%	.	.	.	.	.	.	.	.	.
Cc1ccc(NC(=O)CSc2ccc3nnc(CCNC(=O)c4ccccc4)n3n2)c(C)c1	-7	4	8	597	i	0.1	i	5	-0.1%	4.3	2.0	7.9	-0.26	1454	i	34	-1.3	1051
N=c1sccn1CC(=O)N1N=C(c2ccc(Cl)cc2)CC1c1ccco1 (stereo not drawn)	-4	-5	-5	700	i	0.1	i	16	-0.3%	2.7	2.1	7.9	1.5	1103	i	-2	3.7	1006
CCCCCc1ccc(-c2ccc(=O)[nH]n2)cc1	19	40	.	.	i	0.4	i	46	.	8.9	1.7	11	-0.39	1124	i	12	-4.0	746
CCOC(=O)Cn1nc(-c2ccc(C)cc2)c2ccccc2c1=O	-20	0	0	701	i	0.7	i	33	-0.7%	.	.	.	.	.	i	-19	0.1	1578
Cc1csc(NC(=O)CSc2nnc(C)c(=O)n2N)n1	-4	1	2	707	i	0.1	i	54	0.3%	6.3	2.6	17	1.2	1558	i	22	-2.5	795
CC(=O)Nc1cccc(NC(=O)CSc2nnc(Cc3cccn3C)n2-c2ccc(C)cc2)c1	-4	1	.	.	i	9.0	i	46	0.0%	2.5	4.5	8.3	-0.46	1430	i	15	-0.5	1421
CCc1ccc(-c2cc(C)no2)cc1S(=O)(=O)N1CC(=O)Nc2ccccc21	.	.	-1	774	i	1.3	i	23	0.1%	.	.	.	.	.	.	.	.	.
Cc1ccc(OCC(=O)c2ccc3c(c2)CCCC3)cc1C	58*	39*	.	.	i	0.4	i	59	0.0%	1.8	1.4	4.3	-0.24	1648	i	5	-0.7	1382
Cc1cc(NC(C)c2ccccc2)n2ncc(-c3ccccc3)c2n1 (stereo not drawn)	.	.	3	736	i	0.4	i	20	-0.2%	.	.	.	.	.	.	.	.	.
O=C(NCCNCCO)c1c(O)c2cccc3c2n(c1=O)CCC3	-6	0	2	732	i	0.8	i	10	0.0%	0.2	0.9	3.0	-1.2	1258	i	-5	-1.3	1119
O=C(CN1C2=NCCN2c2ccccc21)C12CC3CC(CC(C3)C1)C2	8	15	.	.	i	0.7	i	31	0.6%	1.8	1.2	5.7	-2.1	866	i	46	0.1	789
COC(=O)Nc1ccc(S(=O)(=O)n2cnc3ccccc32)cc1	-6	-8	-5	729	i	6.2	i	49	1.5%	1.6	1.4	11	-0.45	717	i	8	.	.
COc1ccnc(Oc2cc(Cl)cc(Cl)c2)c1C#N	-3	-10	-4	690	i	0.3	i	49	-0.2%	3.4	2.4	2.8	-0.54	1340	i	-24	-0.4	1130
Cc1nc(SCC(=O)NC2CC2)c2c(C)c(C)sc2n1	.	.	-21	716	i	0.6	i	55	0.0%	.	.	.	.	.	.	.	.	.
COC(=O)c1c(-c2c(Cl)cccc2Cl)noc1C(=O)NNC(=O)N(C)C	.	.	3	654	i	0.5	i	35	0.2%	.	.	.	0.07	1034	.	.	0.7	1326
COCCn1nnnc1C(c1ccccc1)N1CCN(C)CC1 (stereo not drawn)	16	15	.	.	i	0.8	i	29	0.0%	2.5	1.9	11	-0.42	1202	i	8	-2.5	950
COCCN1CC(CNC(=O)c2cc(COc3ccccc3SC)on2)CC1=O (stereo not drawn)	.	.	10	821	i	1.4	i	60	-0.7%	.	.	.	.	.	.	.	.	.
O=C(NCc1ccccc1F)C1CCCN1S(=O)(=O)c1ccc(Cl)cc1 (stereo not drawn)	.	.	-11	849	i	1.1	i	48	-1.1%	.	.	.	.	.	.	.	.	.
Cc1onc(-c2ccccc2)c1C(=O)Nc1nc2c(s1)C(=O)CC(C)(C)C2	-3	3	-29	711	i	1.3	i	33	-0.1%	3.9	1.9	3.7	0.51	1867	i	1	-2.5	1035
CCS(=O)(=O)c1ccc(O)c(NC(=O)COc2ccc(Br)cc2)c1	-2	1	4	690	.	.	i	40	-0.4%	2.9	2.8	12	0.11	1463	i	-14	-0.5	1553
COc1cc(/C=C2\SC(=S)N(NC(=O)c3ccc(O)c(OC)c3)C2=O)ccc1O	.	.	12	411	i	3.4	i	64	-0.7%	.	.	.	.	.	.	.	.	.
COc1cccc(-n2cc(CNCc3c(C(=O)N(C)C)nc4ccc(Cl)cn34)cn2)c1	12	14	-2	656	i	0.5	i	19	-1.3%	3.7	2.4	5.3	-0.02	1447	i	-21	0.4	899
CC(=O)N1CCC2(CC1)C/C(=N\NC(=S)Nc1ccccc1C)c1cc(O)ccc1O2	-1	15	-1	676	i	0.4	i	17	-0.2%	2.8	0.9	4.4	-0.13	1309	i	7	-1.0	1080
COCCN(C(=O)CSc1nnc(-c2cccc(OC)c2)n1C)c1c(N)n(Cc2ccccc2)c(=O)[nH]c1=O	1	0	18	661	i	0.5	i	37	-0.4%	2.6	2.2	17	0.2	1053	i	0	-0.5	1024
CCc1cc(C(=O)N2CCCC(C(=O)c3cccc(OC(C)C)c3)C2)n(C)n1 (stereo not drawn)	1	2	-17	699	i	0.3	i	34	-1.3%	3.2	1.7	6.9	.	.	i	8	1.0	938
CSc1nc(N2CCOCC2)c2c(c1C#N)CC(C)(C)OC2	12	-2	3	798	i	1.1	i	52	0.5%	1.8	1.3	4.5	-0.31	1063	i	-3	-3.9	1212
C[C@H]1C=C(C(=O)N2CCN(Cc3ccc4c(c3)OCO4)CC2)O[C@@H](OCc2ccc(CO)cc2)C1	0	1	-25	649	i	1.6	i	12	.	6.8	1.1	4.6	0.16	1420	i	19	2.0	1095
Cc1ccc(C)c(OCCn2ccnc2)c1	.	.	2	820	i	0.5	i	54	-0.2%	.	.	.	.	.	.	.	.	.
C#CC[N+](C)(C)CCCCCCCC	-1	12	-8	698	i	3.5	i	62	-0.5%	9.8	3.5	12	-0.61	1267	i	16	3.6	802
CC(CC(=O)Nc1nnc(C(C)(C)C)s1)c1ccccc1 (stereo not drawn)	.	.	16	862	i	0.3	i	59	-0.9%	.	.	.	.	.	.	.	.	.
CCOc1cc(C(N)=O)cc(Cl)c1OCc1ccccc1	5	22	-10	695	i	0.5	i	17	-0.9%	3.8	3.2	3.7	0.88	1291	i	1	-0.2	1503
Cc1cccc(OCc2nnc(SCc3nc4ccccc4c(=O)[nH]3)o2)c1	-4	2	12	818	i	0.4	i	37	-0.2%	3.3	0.2	25	0.41	1244	i	-3	1.3	828
COc1cc2c(cc1OC)-c1c(OC)c(OC)cc3ccnc(c13)C2=O	14	-11	-92	570	?	.	i	9	.	3.5	0.8	12	-2.4	703	i	-10	.	.
N#C/C(=C\c1cccnc1)C(=O)Nc1cccc2ccccc12	2	-11	-4	639	i	0.5	i	48	-0.5%	6.0	1.8	14	1	1312	i	4	-0.7	938
Cc1cccc(C(=O)NCC(=O)N2CCCC2)c1	.	.	0	828	i	1.5	i	21	-1.0%	.	.	.	.	.	.	.	.	.
O=C(O)[C@@H]1CCCN1S(=O)(=O)c1cccc(S(=O)(=O)N2CCC[C@H]2C(=O)O)c1	.	.	0	802	i	1.2	i	12	-0.1%	.	.	.	.	.	.	.	.	.
Cc1ccc(NC(=O)CCC(=O)NNC(=O)c2ccccc2[N+](=O)[O-])c(C)c1	-14	6	-1	674	i	0.4	i	71	-0.1%	2.0	1.4	7.0	0.04	1557	i	-3	-1.3	1065
COc1nonc1NC(=O)CSc1nc2ccccc2[nH]1	-25	-14	.	.	i	0.3	i	39	-0.1%	5.7	1.9	9.3	1.1	1517	i	-19	0.2	758
COc1cc2[nH]c(=S)n(C3CCCC3)c(=O)c2cc1OC	1	7	6	740	i	0.6	i	16	0.0%	1.8	1.5	13	-0.65	1180	i	0	1.3	1058
COc1ccc(-c2cc(C(=O)NCC(C)C)no2)cc1	24	17	-3	748	i	4.0	i	16	-1.0%	2.0	2.2	3.9	0.69	922	i	2	.	.
